# Screening results: PubChem BioAssay, several laboratories
# NOD1 inhibition: NOD1 signaling inhibitors, primary screen, cell-based, luminescence, uHTS (AID 1578). inhibition, % at 4 µM; hits with a dose series show EC50 in µM. NOD1-driven NF-kB luciferase reporter cells, luminescence; higher % means a stronger effect. 290,000 tested, 1% active; in the data active means inhibition mostly above about 36%, no sharp cut-off; inactive means mostly below about 34%;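 further: HEK-293T reporter cells stimulated with the NOD1 agonist gamma-tri-DAP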
# KOR beta-arrestin-1: KOR antagonists, beta-arrestin recruitment, cell-based, luminescence, uHTS (AID 1778); KOR beta-arrestin recruitment, luminescence, antagonist mode; higher % means a stronger effect; one-dose inhibition, % at 10 µM; IC50 in µM for titrated hits; 290,000 tested, 0.091% active; further: strong numbers were not always called active
# NOD2 inhibition: NOD2 signaling inhibitors, cell-based, luminescence, uHTS, HEK293 (AID 1566) | HEK293 NOD2/NF-kB luciferase reporter, luminescence; higher % means a stronger effect | inhibition, % at 4 µM; hits with a dose series show EC50 in µM | 290,000 tested, 0.63% active; further: many of its hits are not listed in these tables
# NTR1 ag: NTR1-driven beta-arrestin-GFP spot formation – imaging, U2OS cells, high content, primary screen (AID 493036). P30989. agonist mode. activation, % at 20 µM. 330,000 tested, 0.17% active;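 active means activation at or above 40% of the spot to cytoplasm intensity ratio, with at least 20 cells analyzed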;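 further: 0% = DMSO without peptide and 100% = 100 nM NTR1 peptide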
# Target sequence (P30989 whole entry, looked up): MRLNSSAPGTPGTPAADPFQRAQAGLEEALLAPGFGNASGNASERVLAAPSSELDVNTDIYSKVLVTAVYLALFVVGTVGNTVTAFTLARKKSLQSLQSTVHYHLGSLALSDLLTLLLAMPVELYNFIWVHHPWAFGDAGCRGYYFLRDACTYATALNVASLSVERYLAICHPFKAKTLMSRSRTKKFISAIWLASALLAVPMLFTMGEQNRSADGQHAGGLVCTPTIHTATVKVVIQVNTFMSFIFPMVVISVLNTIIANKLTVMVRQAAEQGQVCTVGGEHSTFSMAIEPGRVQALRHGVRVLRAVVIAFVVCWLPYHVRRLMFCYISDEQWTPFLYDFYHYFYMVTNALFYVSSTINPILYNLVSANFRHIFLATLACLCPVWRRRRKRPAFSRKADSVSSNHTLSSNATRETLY
# GPR55 beta-arrestin: GPR55 agonists via beta-arrestin recruitment, primary screen, imaging, U2OS cells, beta-arrestin-GFP redistribution (AID 1961). U2OS GPR55 beta-arrestin-GFP redistribution imaging; higher % means a stronger effect. 290,000 tested, 0.048% active. activation, % at 10 µM; hits with a dose series show EC50 in µM;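 active means activation above 40% with more than 50 cells counted in the well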;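 further: U2OS osteosarcoma cells stably expressing GPR55 and beta-arrestin-GFP; plate controls were DMSO negative control for no effect and LPI positive control for full effect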
# TNAP activation fold: stimulation of alkaline phosphatase TNAP activity – biochemical, luminescent, no phosphate acceptor, uHTS, primary screen (AID 1001) | purified TNAP, luminescent activation assay, no phosphate acceptor; higher activation fold means a stronger effect | one-dose activation fold at 20 µM; EC50 in µM for titrated hits | 200,000 tested, 0.03% active; in the data active means activation fold from about 3, or a potency from the dose series; inactive means the rest, 99 in 100 with activation fold below about 1.6; further: many of its hits are not listed in these tables
# KOR beta-arrestin-2: KOR agonists, beta-arrestin recruitment, primary screen, cell-based, luminescence, uHTS (AID 1777); KOR beta-arrestin recruitment, luminescence; higher % means a stronger effect; one-dose activation, % at 10 µM; EC50 in µM for titrated hits; 280,000 tested, 0.02% active; in the data active means activation above about 50%, passing the limit was not always enough; further: a part of the inactive calls stands beside numbers as strong as those of hits
# Yfh1-depleted yeast: enhancers of respiration in Yfh1-depleted yeast, dose response, Friedreich's ataxia, plus single-dose screen (AID 1465); fold induction at 50 µM; hits with a dose series show EC50 in µM; S. cerevisiae Yfh1-off respiration, WST-1 reduction, 72 h; higher fold induction means a stronger effect; 220,000 tested, 0.074% active;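 active means fold induction of absorbance versus untreated yeast above a set limit, then at least 30% activation at any dose in follow-up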;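 further: activators that raise dye reduction in frataxin-depleted yeast; strong numbers were not always called active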
# CSM14.1 death rescue: rescue of cells from ER stress-induced death, primary screen, 384-well, CSM14.1, thapsigargin, ATP luminescence (AID 1222); CSM14.1 thapsigargin-induced death rescue, ATP luminescence; higher % means a stronger effect; cellular ATP content (survival), % at 20 µM; hits with a dose series show EC50 in µM; 190,000 tested, under 10 active;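 active means EC50 below 50 µM in the dose-response confirmation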;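 further: death triggered by thapsigargin at about 15 µM added after 2 h compound pretreatment; cell ATP read after overnight thapsigargin exposure of roughly 18 to 22 hours; normalized against plate controls of thapsigargin alone and 5% DMSO vehicle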
# NTR1 ag cell count 20 µM: further read-out of NTR1 ag, marked with its call; cell count; measured here: cell count, cytotoxicity flag
# The depositor's hits bear a star; i = inactive; nt = not tested or not shown; [ ] = remark or other dose. Unless noted, no stated cut-off is given here; in the data, active means inhibition above about 50%; inactive means the rest. An excerpt (hit frequency here may not be typical).
SMILES,NOD1 inhibition,KOR beta-arrestin-1,NOD2 inhibition,NTR1 ag,NTR1 ag cell count 20 µM,GPR55 beta-arrestin,TNAP activation fold,KOR beta-arrestin-2,Yfh1-depleted yeast,CSM14.1 death rescue
CC(C)CNCC(=O)N1c2ccccc2Sc2ccccc21,-4%,10%,21%,0.6,47,-0.1%,1.1,3.1%,i,-0.5%
COc1ccc(CSCC(=O)Nc2ccccc2SC)cc1,-10%,-3%,-4%,0.7,65,-0.3%,1.2,3.3%,i,-2.7%
c1ccc2oc(-c3[nH]ncc3CN3CCSCC3)cc2c1,-13%,-10%,17%,0.8,49,0.3%,1.1,0.3%,i,-2.4%
CCOc1ccc(N2C(=O)c3ccccc3C2=O)cc1,-31%,18%,-3%,-1.1,69,-0.1%,1.1,1.4%,i,-0.4%
O=[N+]([O-])c1ccc2c(c1)N([O-])C1(CCCCC1)[N+]2=O,10%,12%,7%,nt,nt,-0.1%,nt,1.0%,i,nt
Cc1n[nH]c(=S)n(/N=C/c2ccccn2)c1=O,2%,-30%,6%,-0.8,47,-0.2%,1.1,0.7%,i,-1.3%
CCOC(=O)Cc1csc(NS(=O)(=O)c2cccc([N+](=O)[O-])c2)n1,-14%,0%[20 µM],10%,-0.4,48,0.2%,nt,-6.0%,nt,nt
CCN(C(=O)COC(=O)CSc1ccc([N+](=O)[O-])cc1)C1CCS(=O)(=O)C1 (configuration not stated),-24%,8%,16%,0.7,53,-0.1%,nt,7.4%,nt,nt
CCC(Sc1nncn1C)C(=O)Nc1nnc(-c2ccccc2Cl)s1 (configuration not stated),-22%,4%,-13%,0.4,54,-0.1%,1.1,-5.0%,i,-1.9%
COc1ccc(C(=O)CSc2nnc(-c3ccccn3)n2Cc2ccco2)cc1,14%,-31%,4%,1.8,87,0.7%,1.1,22%,i,-0.6%
CNC(=O)c1ccccc1Nc1ccc(SC(F)F)cc1,-22%,-27%[20 µM],-10%,-0.4,58,-0.4%,nt,4.7%,nt,nt
CCOC(=O)c1cccc(NC(=O)c2cccnc2)c1,8%,-42%,1%,2.0,50,-0.2%,1.1,4.4%,i,-0.2%
Cc1nc(CSc2nsc(/C=C/N(C)C)c2C#N)cs1,-46%,7%,-1%,nt,nt,-0.5%,1.1,0.9%,nt,-0.5%
CCOc1ccc(C2(C)CC(=O)N(C)C2=O)cc1 (configuration not stated),-23%,-4%,-1%,-0.5,61,-0.2%,nt,1.1%,nt,nt
CCOC(=O)C(CCCOc1ccccc1)C(=O)OCC,10%,-19%,-27%,0.7,59,0.7%,1,-5.5%,i,-2.1%
O=C(Nc1ccc(Br)cc1)c1cccc(-n2cnnn2)c1,-38%,-20%,-3%,2.5,54,-0.2%,nt,-0.9%,nt,nt
Cc1cccc(-n2c(C)nc3cc(C(=O)NCC4CCCO4)ccc32)c1 (configuration not stated),-16%,5%,3%,-0.5,49,-0.2%,nt,-2.6%,nt,nt
CN(C)S(=O)(=O)c1cccc(COc2cccnc2[N+](=O)[O-])c1,6%,20%,16%,-0.7,51,0.7%,nt,-6.0%,nt,nt
COc1ccnc(N=CNOCc2cccc(Cl)c2Cl)c1C#N,-54%,-31%,-5%,5.9,67,-0.1%,1.1,5.8%,i,-1.0%
COC(=O)CCC/C=C1/SCC(NC(=O)c2ccccc2)C1O (configuration not stated),-17%,7%,8%,0.9,84,-0.2%,1.1,8.6%,i,-1.4%
CC(=O)c1sc(C(C)(C)C)cc1NC(=O)c1ccccc1C(=O)O,-15%,6%,1%,-0.2,41,-0.2%,nt,0.1%,i,nt
Cc1[nH]c(=O)[nH]c1C(=O)CCCCC(=O)OCC(=O)Nc1ccccn1,-23%,4%,9%,-0.2,44,-0.1%,1.1,-0.6%,i,0.0%
Cc1cc(-c2ccc(C)c(S(=O)(=O)Nc3cccc(CN4CCCC4)c3)c2)on1,-1%,43%,21%,-0.6,59,0.3%,nt,-2.2%,nt,nt
COc1cccc(NC=C2C(=O)OC(C)(C)OC2=O)c1,-5%,11%,-37%,-1.1,86,-0.1%,1.2,-3.4%,i,0.0%
CC1CCCN(S(=O)(=O)c2ccc(C(=O)Nc3ccccc3-c3nc4ccccc4[nH]3)cc2)C1 (configuration not stated),-42%,24%,-12%,3.0,54,0.3%,0.9,-3.0%,i,2.9%
Cn1c(CNc2cccc(Cl)c2)nnc1SCC#N,-17%,4%,8%,0.3,48,0.6%,1.1,-2.9%,i,0.5%
Nc1cccc([N+](=O)[O-])c1,-23%,-6%,-5%,0.2,49,0.1%,1.1,-4.0%,i,1.3%
Cc1cc(OCC(=O)N2CCCC2)ccc1Cl,-35%,-12%,-14%,0.2,81,-0.2%,1.1,-6.4%,i,-0.3%
COc1ccc(CNS(=O)(=O)c2cc3c(cc2Cl)NC(=O)CO3)cc1,-18%,18%[20 µM],17%,0.9,59,-0.1%,nt,-6.1%,nt,nt
O=C(CN1c2ccccc2S(=O)(=O)c2ccccc21)Nc1ccccc1F,-6%,-45%,8%,-0.3,66,0.0%,nt,-0.2%,nt,nt

# Twelve neighbouring entries from above:
SMILES,NOD1 inhibition,KOR beta-arrestin-1,NOD2 inhibition,NTR1 ag,NTR1 ag cell count 20 µM,GPR55 beta-arrestin,TNAP activation fold,KOR beta-arrestin-2,Yfh1-depleted yeast,CSM14.1 death rescue
Cc1cccc(-n2c(C)nc3cc(C(=O)NCC4CCCO4)ccc32)c1 (configuration not stated),-16%,5%,3%,-0.5,49,-0.2%,nt,-2.6%,nt,nt
CN(C)S(=O)(=O)c1cccc(COc2cccnc2[N+](=O)[O-])c1,6%,20%,16%,-0.7,51,0.7%,nt,-6.0%,nt,nt
COc1ccnc(N=CNOCc2cccc(Cl)c2Cl)c1C#N,-54%,-31%,-5%,5.9,67,-0.1%,1.1,5.8%,i,-1.0%
COC(=O)CCC/C=C1/SCC(NC(=O)c2ccccc2)C1O (configuration not stated),-17%,7%,8%,0.9,84,-0.2%,1.1,8.6%,i,-1.4%
CC(=O)c1sc(C(C)(C)C)cc1NC(=O)c1ccccc1C(=O)O,-15%,6%,1%,-0.2,41,-0.2%,nt,0.1%,i,nt
Cc1[nH]c(=O)[nH]c1C(=O)CCCCC(=O)OCC(=O)Nc1ccccn1,-23%,4%,9%,-0.2,44,-0.1%,1.1,-0.6%,i,0.0%
Cc1cc(-c2ccc(C)c(S(=O)(=O)Nc3cccc(CN4CCCC4)c3)c2)on1,-1%,43%,21%,-0.6,59,0.3%,nt,-2.2%,nt,nt
COc1cccc(NC=C2C(=O)OC(C)(C)OC2=O)c1,-5%,11%,-37%,-1.1,86,-0.1%,1.2,-3.4%,i,0.0%
CC1CCCN(S(=O)(=O)c2ccc(C(=O)Nc3ccccc3-c3nc4ccccc4[nH]3)cc2)C1 (configuration not stated),-42%,24%,-12%,3.0,54,0.3%,0.9,-3.0%,i,2.9%
Cn1c(CNc2cccc(Cl)c2)nnc1SCC#N,-17%,4%,8%,0.3,48,0.6%,1.1,-2.9%,i,0.5%
Nc1cccc([N+](=O)[O-])c1,-23%,-6%,-5%,0.2,49,0.1%,1.1,-4.0%,i,1.3%
Cc1cc(OCC(=O)N2CCCC2)ccc1Cl,-35%,-12%,-14%,0.2,81,-0.2%,1.1,-6.4%,i,-0.3%

# (listing goes on)
SMILES,NOD1 inhibition,KOR beta-arrestin-1,NOD2 inhibition,NTR1 ag,NTR1 ag cell count 20 µM,GPR55 beta-arrestin,TNAP activation fold,KOR beta-arrestin-2,Yfh1-depleted yeast,CSM14.1 death rescue
Fc1cccc(Cn2cc(C(=S)N3CCCCC3)c3ccccc32)c1,-2%,-26%,4%,-2.5,84,0.8%,1.1,-3.3%,i,-0.9%
COc1cc(OC)c(C(=O)O/N=C(\N)c2ccccn2)cc1OC,9%,-18%,5%,0.4,77,0.0%,nt,-3.1%,nt,nt
CCCc1cc(=O)oc2cc(Oc3ncccn3)ccc12,-33%,2%,-5%,-1.8,67,-0.1%,1.1,4.6%,i,3.1%
O=C(CC(c1ccccc1)c1ccccc1)NCC1CCCO1 (configuration not stated),-32%,2%,14%,-1.0,99,-0.1%,1,1.2%,i,0.9%
CC(C)NC(=O)C1CCN(C2CCN(C(=O)Cc3ccc4c(c3)OCO4)CC2)CC1,-24%,-28%,6%,0.6,44,-0.3%,1.1,3.5%,i,-1.0%
O=C1OCCC1Sc1nc2cc(Cl)ccc2s1 (configuration not stated),-4%,-17%,8%,5.2,44,-0.2%,1,4.7%,i,-1.2%
C/C=C(/C)C(=O)OC1c2c(ccc3ccc(=O)oc23)OC(C)(C)C1OC(C)=O (configuration not stated),8%,24%,16%,-2.9,19,0.7%,1.1,-6.8%,i,3.6%
Cc1cc(S(=O)(=O)N2CCOCC2)ccc1OCC(=O)Nc1ccccc1F,-1%,-7%,2%,-3.4,58,-0.2%,nt,3.1%,nt,nt
Cc1cccc(NC(=O)C2CCN(S(=O)(=O)c3c(C)[nH]c(=O)[nH]c3=O)CC2)c1,-18%,25%,19%,0.3,69,-0.1%,1,-2.8%,i,-3.6%
CCn1c2ccccc2c2cc(/C=N/O)ccc21,-24%,-14%,12%,-0.3,56,-0.2%,1.1,-1.2%,i,-1.3%
CC(C)(C)C1c2[nH]c3ccccc3c2CCN1CCCn1cccn1 (configuration not stated),-20%,-6%,3%,-1.9,68,0.0%,1.1,-5.0%,i,-0.5%
N/C(CCN1CCOCC1)=N/O,-13%,-11%,16%,-1.5,90,1.0%,1.1,-5.2%,i,4.5%
CC(C)CC(=O)NN1CCCCC1,13%,12%,24%,1.0,65,-0.1%,1,-2.9%,i,2.2%
Cc1ccc(CNC(=O)C2CCCN2C(=O)Nc2cccc(Cl)c2)cc1 (configuration not stated),-8%,-5%,8%,-0.3,69,-0.1%,nt,3.3%,nt,nt
Cc1cc(-c2nnc(CCC(=O)NCc3ccc(F)c(F)c3)o2)no1,-51%,-31%[20 µM],8%,-0.6,46,-0.1%,1.1,nt,i,-0.5%
COc1cc(-c2nnc(SCC(=O)N3CCCC3)o2)cc(OC)c1OC,-6%,-45%,-2%,-0.6,65,-0.3%,1,1.6%,i,-1.2%
Cc1c(NC(=O)Nc2cccc(Cl)c2)c(=O)n(-c2ccccc2)n1C,-15%,-18%,4%,0.5,42,-0.2%,1.2,-1.8%,i,-1.0%
CCN(CC(=O)Nc1c(F)cccc1F)C(=O)c1cccc(S(=O)(=O)N2CCN(c3ccccc3)CC2)c1,-18%,-6%,11%,0.9,103,0.0%,nt,3.1%,nt,nt
CC1CC(C)CN(C(=O)CCc2ccccc2)C1 (configuration not stated),-37%,21%,2%,-1.1,85,0.2%,1,-3.3%,i,-1.8%
CC(NC(=O)Nc1ncccn1)(C(F)(F)F)C(F)(F)F,34%,-65%,5%,-4.8,92,-0.1%,1.1,-4.6%,i,0.2%
